# Screening data as filed in PubChem.
# Rtt109 Vps75 – blocks Candida albicans Rtt109/Vps75 acetyltransferase activity. 0.16% of 330,000 active. purified Rtt109/Vps75, ThioGlo CoA-SH fluorescence, 4 h. Q5AAJ8. inhibition, % at 34.9 µM;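 active = inhibition of at least 50% in every replicate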
# Target sequence (Q5AAJ8 whole entry, looked up): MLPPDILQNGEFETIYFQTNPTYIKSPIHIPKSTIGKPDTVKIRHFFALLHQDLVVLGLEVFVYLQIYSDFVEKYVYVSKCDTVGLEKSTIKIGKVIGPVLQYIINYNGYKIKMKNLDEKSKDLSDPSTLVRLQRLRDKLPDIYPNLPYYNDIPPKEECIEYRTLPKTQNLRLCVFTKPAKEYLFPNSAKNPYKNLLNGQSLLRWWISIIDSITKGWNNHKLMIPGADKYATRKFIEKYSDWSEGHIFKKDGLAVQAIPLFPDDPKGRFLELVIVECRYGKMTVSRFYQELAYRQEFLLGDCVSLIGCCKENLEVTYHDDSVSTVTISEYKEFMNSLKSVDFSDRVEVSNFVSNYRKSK
# PvdQ inh – P. aeruginosa PvdQ acylase inhibition; inhibition, % at 10 µM; AID 488965; purified PvdQ acylase, fluorescence plate reader; 0.063% of 340,000 active; in the data active = inhibition above about 30%, passing the limit was not always enough;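 note: 0% = vehicle neutral wells and 100% = reference inhibitor wells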
# MITF TRPM1 HTS – MITF TRPM1 promoter activation in melanoma cells. SK-MEL-5 TRPM1-promoter luciferase, 24 h; % of positive control, neutral wells = 0. activation, % at 12.5 µM. 0.75% of 300,000 active. AID 588334;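 active = mean activation of at least 80% with every replicate also reaching 80%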;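 note: 0% = neutral control wells and 100% = parthenolide positive control wells; values of inactives mirror those of a sister screen read the other way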
# SR-BI uptake up – SR-BI HDL lipid transfer activation | CHO ldlA[mSR-BI] cells, DiI-HDL uptake fluorescence, 3 h; 100 = double the neutral-control signal | activation, % at 12.5 µM | 0.096% of 320,000 active | AID 504775;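 active = mean replicate activation of at least 60% and every replicate at or above 60%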;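 note: 0% = median plate neutral-control signal and 100% = twice that signal; values of inactives mirror those of a sister screen read the other way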
#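 Test system: SR-BI-overexpressing, LDLR-lacking CHO cells. Measured by: DiI fluorescence, bottom read. Medium: Ham's F12 with 0.5% BSA, HEPES 25 mM, pH 7.4. Timing: 3 h uptake period with compound, 37 °C.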
# SR-BI HDL uptake – blocks mouse SR-BI lipid uptake from DiI-HDL; ldlA[mSR-BI] CHO cells, DiI-HDL uptake fluorescence, 3 h; Q61009; inhibition, % at 12.5 µM; 0.96% of 320,000 active;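 active = mean replicate inhibition of at least 70% and a set share of replicates each scoring 70 or more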;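 note: 0% = median of neutral control wells and 100% = median of positive control wells; values of inactives mirror those of a sister screen read the other way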
# Target sequence (Q61009 whole entry, looked up): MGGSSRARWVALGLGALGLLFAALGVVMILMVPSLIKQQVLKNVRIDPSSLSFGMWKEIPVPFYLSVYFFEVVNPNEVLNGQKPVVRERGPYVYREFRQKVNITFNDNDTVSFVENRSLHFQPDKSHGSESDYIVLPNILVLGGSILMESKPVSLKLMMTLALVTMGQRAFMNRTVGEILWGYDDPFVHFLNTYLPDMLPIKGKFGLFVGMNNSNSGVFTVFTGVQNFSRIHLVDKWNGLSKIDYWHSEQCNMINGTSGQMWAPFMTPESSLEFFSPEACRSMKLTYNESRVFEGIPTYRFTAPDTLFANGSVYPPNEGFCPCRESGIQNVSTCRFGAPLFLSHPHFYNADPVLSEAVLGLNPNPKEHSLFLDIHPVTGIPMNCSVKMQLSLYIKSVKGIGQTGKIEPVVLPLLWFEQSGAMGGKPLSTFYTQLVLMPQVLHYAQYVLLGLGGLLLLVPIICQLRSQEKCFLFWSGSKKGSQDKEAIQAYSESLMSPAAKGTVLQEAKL
# dFosB activator – mouse delta FosB homodimer activation; purified delta FosB, TAMRA-CDK5 oligo fluorescence polarization; percent of positive-control signal above neutral wells; activation, % at 25 µM; 0.99% of 340,000 active; AID 493131;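 active = mean activation above about 17%, with every replicate also reaching it, limit read from the data, passing the limit was not always enough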;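 note: fluorescence polarization rise as delta FosB binds a TAMRA Cdk5 AP-1 oligo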
# NSD2 inh – inhibitors of human histone methyltransferase NSD2. O96028. NSD2 peptide methylation, AlphaScreen, 120 min. inhibition, % at 12.5 µM. 0.54% of 310,000 active. AID 743445; in the data active = inhibition above about 50%
# PfHsp90 yeast 2 – growth inhibition of yeast expressing Plasmodium Hsp90; inhibition, % at 9.4 µM; S. cerevisiae expressing PfHsp90, BacTiter-Glo ATP, 48 h; yeast lacking PDR1 and PDR3 efflux regulators; 0.32% of 310,000 active;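 active = every replicate shows inhibition above about 80%, whatever the replicate mean, limit read from the data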;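 note: 0% = DMSO neutral controls and 100% = 20 µM radicicol positive controls; yeast relying on Plasmodium falciparum Hsp90 in place of its own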
# CAL PDZ FP-1 – CAL PDZ (human) peptide binding inhibition. Q9HD26. purified CAL PDZ, TMR-peptide fluorescence polarization, 1 h. inhibition, % at 24.9 µM. 0.92% of 300,000 active. AID 602252;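 active = mean inhibition of at least 30% with at least half of replicates also reaching 30%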;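 note: 0% = DMSO neutral control and 100% = excess unlabeled competitor peptide PRC23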
# CAL PDZ FP-2 – blocks peptide binding to human CAL PDZ domain; Q9HD26; purified CAL PDZ, TMR-peptide fluorescence polarization, 1 h; inhibition, % at 20 µM; 0.02% of 330,000 active; AID 504414;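 active = highest replicate inhibition of at least 40%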;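 note: plate controls were DMSO neutral control wells for no effect and unlabeled competitor peptide control wells for full effect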
#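 Material: tagged CAL PDZ domain; buffer or medium: 25 mM sodium phosphate pH 7.4, 150 mM NaCl, TCEP, IgG, Thesit; compound dosing: single point, 20 µM; schedule: 1 h incubation at room temperature before polarization reading; measured by: FP readout, S and P plane fluorescence; read-out basis: percent inhibition from loss of millipolarization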
# Numbers without * were called inactive; nt = no result given. Not a hit list (roughly 4.3% active in at least one column).
SMILES,Rtt109 Vps75,PvdQ inh,MITF TRPM1 HTS,SR-BI uptake up,SR-BI HDL uptake,dFosB activator,NSD2 inh,PfHsp90 yeast 2,CAL PDZ FP-1,CAL PDZ FP-2
CN(C)c1ccc(/C=C2/C[N+](C)(C)C/C(=C/c3ccc(N(C)C)cc3)C2=O)cc1,4,7,nt,-17,17,22*,66*,45,-6,0.0
COC(=O)c1c(-c2ccc(C)cc2)csc1NC(=S)NC(=O)c1ccc(F)cc1,7,-1,-2,-43,43,-10,3,22,3,-4.8
CN(C)c1ccc(/C=N/NC(=S)NCc2ccccc2)cc1,-5,-4,nt,0,0,-6,-5,nt,-2,0.8
CSc1nnc(C)c(=O)n1COC(=O)COc1ccccc1,0,1,9,-8,8,-4,0,10,-2,-1.2
COCCn1c(C(C)C)nc2sc3ccccc3c(=O)c2c1=O,7,-3,-6,5,-5,-11,-1,9,-2,-1.2
CSc1nsc(SC)c1CO,-4,-19,3,-14,14,2,-3,-12,-6,0.1
COc1ccc(OCC(=O)NNC(=O)C2CCN(c3ncnc4sc(C)c(C)c34)CC2)cc1,10,1,5,-56,56,0,-2,25,-6,-1.5
O=C(Nc1cccc([N+](=O)[O-])c1)C1CCN(C(=O)Cc2ccccc2)CC1,-12,-9,6,-17,17,-1,5,-22,-2,-1.4
CCc1ccccc1N(CC(=O)NC(C)C)C(=O)CCC(=O)Nc1nccs1,-3,-10,nt,-9,9,1,3,-12,-6,0.0
CCOC(=O)[C@H]1[C@H]2COc3ccc(Cl)cc3[C@@H]2N2C(=O)c3ccccc3NC(=O)[C@@]12C,6,-14,5,-5,5,-6,nt,4,-1,-1.7
CCC1CCC2(CC1)NC(=O)N(CC(=O)Nc1ccc(OC)c(Cl)c1)C2=O (configuration not stated),8,-11,6,7,-7,5,-2,2,81*,-0.2
CCOC(=O)CNC(=O)N1CCC(CCOc2ccccc2)(C(=O)OCC)CC1,1,-16,-8,3,-3,1,1,12,nt,0.7
COc1ccc(OCCC(=O)OCC(=O)Nc2cccc(S(=O)(=O)N3CCOCC3)c2)cc1,0,-5,-7,13,-13,2,-2,-9,nt,-0.9
O=C(COc1ccc(Cl)cc1)NCCC1=CCCCC1,-1,1,-5,-2,2,-7,-4,nt,-2,-2.4
Cc1ccn2cc(CNS(=O)(=O)c3ccc(Cl)s3)nc2c1,-7,-11,nt,15,-15,-5,nt,19,nt,-0.4
Cc1oc(C(=O)O)cc1CSCc1ccoc1C(=O)O,0,-12,16,18,-18,-3,10,2,-1,nt
S=C1NCN(C2CCCCC2)CN1c1ccccc1,0,3,8,14,-14,0,0,1,-3,0.0
COc1ccc(CN2CCN(CCCc3ccccc3)C(CCO)C2)c(OC)c1 (configuration not stated),nt,3,2,9,-9,-4,7,-7,-2,0.2
CCOC(=O)c1nc(Nc2cccc(C)c2)c2ccccc2n1,-3,-2,4,-24,24,-7,-2,-17,6,-3.0
O=C(O)Cn1nc(-c2ccccc2)ccc1=O,3,-6,nt,24,-24,-4,0,16,nt,-0.7
COC(=O)c1ccccc1CON1C(=O)C(C)(C)N(OCc2ccccc2C(=O)OC)C(=O)C1(C)C,-1,-1,-5,-6,6,-5,-1,0,-1,-0.2
CCCC1=C(C(=O)OCC)C(/C=C/c2ccccc2)n2ncnc2N1 (configuration not stated),-7,-11,-33,-24,24,4,2,16,-4,-1.7
O=C(NCC(F)(F)F)c1ccc(S(=O)(=O)Nc2ccccc2N2CCCC2)cc1,5,-8,-8,-19,19,53*,-1,7,4,1.4
Cc1c(Br)c([N+](=O)[O-])nn1C(C)C(=O)NCc1cccs1 (configuration not stated),1,9,6,-3,3,2,9,-15,-1,-1.6
O=C(COC(=O)c1ccc(Cl)cc1)NC(=O)NC1CCCC1,5,-11,1,-6,6,-7,-3,nt,-3,-2.6
Cc1cccc(OCCC(=O)OCC(=O)N2CCc3ccccc32)c1,10,-1,nt,21,-21,-6,nt,nt,8,-0.9
CN(C)S(=O)(=O)N1CCN(c2cccc(Cl)c2)CC1,-1,-19,-3,16,-16,-9,-1,-36,-2,-3.3
Cc1cc(NS(=O)(=O)c2ccc(NC(=O)c3cc4cc(Br)ccc4oc3=O)cc2)no1,3,-7,3,10,-10,-3,1,-15,1,nt
COC(=O)c1ccccc1N(C)S(=O)(=O)c1cc2c3c(c1)CCC(=O)N3CCC2,1,3,5,8,-8,-4,1,-28,-1,-1.0
COc1ccc(/C=C/c2nc(S(=O)(=O)c3ccccc3)c(N(C)C)o2)cc1,19,7,2,-13,13,-5,9,16,0,0.1
COc1ccccc1N1CCN(C2CCN(C(=O)c3cccs3)CC2)CC1,-6,-14,-8,3,-3,3,0,-7,-2,1.1
CC1CCCN(C(=O)C2CCN(c3nc(-c4ccccc4)nc4c3CCC4)CC2)C1 (configuration not stated),-1,-9,-13,-7,7,-14,0,-27,-4,-0.5
CC1CCc2sc3ncnc(N4CCN(C)CC4)c3c2C1 (configuration not stated),5,-12,9,-30,30,-11,7,-14,-3,-0.2
CCC(CC)NC(=O)c1cccc(Br)c1,-3,23,12,0,0,3,-2,nt,4,-0.8
COC(=O)COc1ccc2oc(=O)cc(-c3cc4ccccc4o3)c2c1,-9,-14,15,9,-9,5,-1,6,-3,-5.2
Cc1ccccc1-c1nc(Cc2ccc(Cl)cc2)no1,-1,-12,19,6,-6,-1,1,-18,-1,0.1
COc1ccc2c(c1)c(C(=O)CN1CCC3(CC1)OCCO3)c(C)n2C,10,-9,5,8,-8,3,4,-3,-2,-1.6
C[C@H](NC(=O)c1nc[nH]c1C(=O)NCC(=O)OCc1ccccc1)C(=O)OCc1ccccc1,-2,-4,1,4,-4,-11,nt,-15,-5,-1.4
Cc1ccc(S[C@@H](CCN2CC[C@H](C(C)(C)C)CCC2=O)c2ccccc2)cc1,8,4,7,-68,68,1,nt,3,-1,1.2
COc1ccc(N(C(=O)c2cnsn2)C(C(=O)NC2CCCCC2)c2ccncc2)cc1 (configuration not stated),4,-20,7,13,-13,-3,-1,-17,-6,-4.7
Cc1cccc2cc3c(NC(=O)C(C)(C)C)nn(CC(C)C)c3nc12,0,-7,-3,-27,27,-3,-20,-23,nt,-0.1
O=C(O)/C(=C\c1ccc(Cl)c([N+](=O)[O-])c1)c1ccc(S(=O)(=O)N2CCCCC2)s1,5,-2,4,-12,12,-13,7,-47,5,-1.1
CCCCC(CC(O)COCC(C)C)C(=O)NNC(=S)Nc1ccccc1 (configuration not stated),2,-6,2,1,-1,-10,-1,-2,-1,-1.4
Cc1cc(OCC(O)CN2CCCC2)cc(C)c1Cl (configuration not stated),1,7,-1,6,-6,1,3,0,nt,-0.4
O=C(c1ccccc1O)N1N=C(c2ccccc2)CC1(O)C(F)(F)F (configuration not stated),2,-11,5,-33,33,-11,0,16,5,-1.3
Cc1cc(C(=O)COC(=O)c2cccc(O)c2)c(C)n1C1CC1,6,9,12,-33,33,-7,0,nt,4,-1.5
O=C(Nc1cc(Cl)ccc1Cl)c1ccc(-c2ccccc2)cc1,4,-4,8,-5,5,1,-1,-2,-1,0.2
CCCCN(C)CCNC(=O)c1cc2c(=O)[nH]c3ccccc3c2n1C,4,-9,7,25,-25,-15,6,-12,0,-1.2
CC(c1ccccc1)C1CC(=O)N(c2ccccc2)C1=O (configuration not stated),-6,0,-7,5,-5,4,-5,14,nt,-0.5
O=C1C=CC(=O)N1c1ccc(O)cc1,-3,2,-6,11,-11,-2,nt,109*,-2,-0.1
O=C(NCCNc1ccnc2cc(Cl)ccc12)c1ccccc1F,2,-7,nt,0,0,-8,nt,-7,1,2.0
O=C(Nc1cnccn1)c1ccc(F)cc1Cl,-2,-1,nt,6,-6,-6,-1,-5,6,-0.8
O=C(c1cccc(Br)c1)N1CCCc2ccccc21,8,-2,2,-10,10,3,2,4,-3,nt
COc1ccc(/C=N\NS(=O)(=O)c2ccc(Br)cc2)cc1COc1ccccc1[N+](=O)[O-],3,-11,nt,2,-2,-7,1,-3,nt,0.2
CCC1(c2ccc(C)cc2)NC(=O)N(C(C)C(=O)Nc2ccc(N3CCOCC3)cc2)C1=O (configuration not stated),18,-1,7,2,-2,-3,2,7,2,0.3
CNS(=O)(=O)c1cccc(C(=O)OC2CCOC2=O)c1 (configuration not stated),3,-6,-1,15,-15,-3,-2,16,-6,-2.3
Cc1cccc(Nc2cc(=O)[nH]c(=O)[nH]2)c1C,18,6,-7,15,-15,-5,1,-23,-1,-0.6
COc1ccc(C)cc1NC(=O)CN1CCN(c2ccccn2)CC1,-10,-10,-12,-12,12,-12,0,-7,-1,-0.1
COc1ccc(Cc2nnc(SC(C)C(=O)Nc3ccc(C(N)=O)cc3)o2)cc1 (configuration not stated),1,-9,-3,11,-11,4,-5,nt,-2,-2.2
NC(=O)CN1C(=O)C(O)(CC(=O)c2ccccc2O)c2ccccc21 (configuration not stated),6,6,-2,-2,2,4,nt,-3,4,-0.2
Cc1nn(CCC(=O)NNC(=S)Nc2cccc(Cl)c2)c(C)c1[N+](=O)[O-],-1,-16,-8,23,-23,-3,0,nt,nt,-1.9
CN(C(=O)CSc1nc2cc(C(=O)O)ccc2c(=O)n1Cc1ccccc1)C1CCS(=O)(=O)C1 (configuration not stated),5,7,-11,12,-12,-10,-2,12,-5,-0.4
Cc1ccc(C)c(S(=O)(=O)N2CCN(C(C)C(=O)Nc3ccccc3-c3ccccc3)CC2)c1 (configuration not stated),-3,4,13,6,-6,-6,nt,24,1,-0.7
